Source: PubChem (National Center for Advancing Translational Sciences (NCATS))
p53ts 32C tox = cytotoxicity in p53ts cells at permissive temperature. H1299-p53A138V at 32C, ATP luminescence viability, 24 h. Potency, µM (highest dose often 46.1 µM), for inactives: at the highest dose activity change, negative = cytotoxicity, most hits filed as cytotoxic. 130,000 compounds, 0.93% hits. AID 924;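 further: 0% = DMSO and -100% = full killing by reference compound; nearly all actives have a fitted effect of over 55% in size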
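Cells: H1299 p53ts (A138V), 600/well, pre-incubated 16–30 h at 37C. Cpd up to 46 uM, 24 h, 32C. Readout: ATPlite luminescence, 20 min RT. Normalization: DMSO vs tamoxifen 100 uM. AC50 by Hill equation.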
Imprint erasure = induces erasure of genomic imprints in mouse ES cells. 110,000 compounds, 0.02% hits. mouse ES Peg3-LacZ reporter, beta-gal luminescence, 40 h. AID 1948. Potency, µM (highest dose often 60.7 µM), inactives show at the top dose activity change, positive = activation, most hits filed as activators;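 further: 0% = negative control wells on the plate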
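Readout: BetaGlo luminescence (5 min, room temp) for LacZ from the normally silent maternal Peg3 allele in female Peg3LacZ-Neo ES cells. Cells 300/well, 40 h, 37C, 5% CO2. Data normalized per plate to negative controls.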
p53ts 39C kill = p53ts cell cytotoxicity, nonpermissive temperature | H1299-p53A138V viability at 39C, ATP luminescence, 24 h | Potency, µM (doses to about 46.1 µM), without a hit: at the top dose activity change, negative = cell killing, most hits filed as cytotoxic | 130,000 compounds, 1.5% hits | AID 902; further: nearly all actives have a fitted effect of over 55% in size
IkB sig inh = inhibitors of IkB signaling in ABC-DLBCL cells. ABC-DLBCL IkBa-CBG/CBR dual luciferase ratio, 4 h; response scale: scaled: untreated 0%, proteasome inhibitor 100%. Potency, µM (doses to about 57.1 µM), for inactives: at the top dose IkBa stabilization activation. 110,000 compounds, 0.04% hits; active means well fitted curve in the direction sought with a large enough effect in the signal ratio, not every such curve was filed as active; inconclusive means small, poorly fitted or top-dose-only effect, or a change in a side signal; the % refers to the signal ratio;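 further: the direction sought is a rising ratio; 0% = basal untreated cells and 100% = reference inhibitor full response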
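Luminescence ratio of IκBα-fused green versus native red beetle luciferase in OCI-Ly3 cells, 4 h post-doxycycline with compound; red signal alone, scaled from basal (0%) to zero light (-100%), flagged nonspecific or cytotoxic effects.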
Starred values were filed as active, the others as inactive; ? = inconclusive; · = no result given; [ ] = remark or other dose. Unless noted, the call rests on the fitted dose curve; in most records, active means well fitted curve in the direction sought with a large enough effect; inconclusive means small, poorly fitted or top-dose-only effect, or another doubt; inactive means no such curve, though single readings can be large; an effect the other way counts as inactive or inconclusive. Unless noted, on the % scale 0 is the no-effect control and ±100 the full control effect; potency means the concentration at half of the fitted maximal effect.

Each structure is followed by: p53ts 32C tox	Imprint erasure	IkB sig inh	p53ts 39C kill
- CC1=C(C(=O)Nc2ccc(C)cc2C)C(C(C)C)n2nc(SCc3ccccc3Cl)nc2N1 (stereo not drawn)
 : 7.8%	10.3%[10.9 µM]	3.1%	25.5%
- Cc1cccc(-c2nc(SCC(=O)NCc3ccco3)c3c(=O)n(C)c(=O)n(C)c3n2)c1
 : 11.3%	-8.8%[10.9 µM]	-0.6%	18.6%
- Cc1ccc(CNC(=O)c2ccc(-c3nc(CS(=O)c4ccccc4)c(C)o3)cc2)cc1 (stereo not drawn)
 : -2.9%	2.5%[10.9 µM]	?	-9.4%
- O=C(OCCN1C(=O)CCC1=O)c1ccc(S(=O)(=O)N2CCCCC2)cc1
 : -0.8%	-7.2%	-0.1%	3.2%
- Cc1cc(C(=O)Nc2sc(C)c(C)c2C#N)c(C)o1
 : -0.9%	-12.6%	6.7%	14.9%
- Cn1c(CCNC(=O)c2ccco2)nc2cc(NC(=O)COc3ccc(Cl)cc3)ccc21
 : 3.2%	-10.2%[10.9 µM]	?	-7.2%
- O=c1c2oc3ccccc3c2n(Cc2ccccc2Cl)c(=O)n1Cc1ccco1
 : 3.7%	16.6%[10.9 µM]	1.2%	-2.3%
- CNS(=O)(=O)c1cccc2cccnc12
 : 4.4%	-8.4%	0.1%	2.6%
- O=C(Nc1cccc(S(=O)(=O)Nc2ccc(Cl)cc2)c1)c1cc2c(s1)CCCC2
 : ?	·	·	?
- COC(=O)c1c(NC(=O)CSc2ncnc3c2cnn3-c2ccccc2Cl)sc2c1CCCC2
 : 3.7%	·	·	20.1%
- CCOC(=O)Cn1cc2c(c1-c1ccc(Cl)cc1)c(=O)n(C)c(=O)n2C
 : 3.2%	-8.3%[10.9 µM]	-0.5%	13.0%
- CCC1CCCCN1C(=O)N[C@@H](CCSC)C(=O)OC (stereo partly drawn)
 : 2.7%	-16.2%	-0.2%	8.3%
- Cc1cccc(N(CC(=O)NCc2ccccc2)C(=O)Cn2nnc(-c3ccc(C)o3)n2)c1
 : -24.0%	-5.2%	?	?
- COc1ccc(C2(O)CCN(C(=O)NC3CCCCC3)CC2)cc1
 : 0.1%	-11.5%	-1.5%	1.2%
- CCCCNC(=O)C(c1ccc(OCC(=O)OC)c(C(=O)OC)c1)N(Cc1ccccc1)C(=O)CCCCCN1C(=O)NC(c2ccc(-c3ccccc3)cc2)C(C(=O)OCc2ccccc2)=C1C (stereo not drawn)
 : 6.8%	-11.8%	·	3.7%

2 compounds picked at random from the list so far:
Each structure is followed by: p53ts 32C tox	Imprint erasure	IkB sig inh	p53ts 39C kill
- COc1ccc(C2(O)CCN(C(=O)NC3CCCCC3)CC2)cc1
 : 0.1%	-11.5%	-1.5%	1.2%
- O=C(Nc1cccc(S(=O)(=O)Nc2ccc(Cl)cc2)c1)c1cc2c(s1)CCCC2
 : ?	·	·	?

The results go on.
Each structure is followed by: p53ts 32C tox	Imprint erasure	IkB sig inh	p53ts 39C kill
- CCN1C(=O)CSc2ccc(C(=O)NCCCN3CCOCC3)cc21
 : 1.8%	-9.0%	2.9%	-2.6%
- Cc1cc(N2CCN(C)CC2)nc2ccc(NC(=O)CCC(=O)NCc3ccco3)cc12
 : -20.8%	-11.5%	0.4%	12.3%
- Cc1ccc(-c2noc(CCCC(=O)Nc3cccnc3)n2)cc1
 : -6.7%	-8.5%	0.6%	-5.0%
- CS(=O)(=O)N1CCC(N2CCN(Cc3ccccc3)C(=O)C2=O)CC1
 : 0.6%	-4.9%[10.9 µM]	-1.3%	-7.9%
- Cc1cccc(-c2nc(CS(=O)CC(=O)NCCCSC3CCCCC3)c(C)o2)c1 (stereo not drawn)
 : 11.6%	-19.2%	?	11.3%
- CCN(CC)C(=S)SCC(=O)c1c(C)[nH]c2ccccc12
 : 7.2%	·	·	-4.5%
- COc1ccc(N2CCN(C(=O)CNC(=O)Cn3c(C)cc4ccccc4c3=O)CC2)cc1
 : -22.7%	-9.9%	0.7%	-18.2%
- CCCNC(=O)c1cc2nc(-c3ccc(Br)cc3)cc(C(F)(F)F)n2n1
 : -3.2%	-8.3%[10.9 µM]	0.3%	-24.0%
- COc1ccc(CCNC(=O)C2CC(=O)N(c3ccccc3)C2)cc1OC (stereo not drawn)
 : -2.3%	3.6%	-0.8%	3.5%
- N#Cc1ccccc1Cn1c(=O)n(-c2ccc(F)c(Cl)c2)c(=O)c2sccc21
 : -2.7%	8.7%[10.9 µM]	2.1%	1.7%
- Nn1c(SCC(=O)NC2CCCc3ccccc32)nnc1-c1cccs1 (stereo not drawn)
 : -4.7%	-4.8%	1.9%	4.5%
- CC1Cc2ccccc2N1C(=O)COC(=O)c1ccc(S(=O)(=O)N(C)C)cc1 (stereo not drawn)
 : 4.8%	-2.3%	0.2%	1.5%
- COC(=O)[C@@H]1C[C@@H]2CC[C@@H](O)C[C@@H]2N1Cc1ccc(-c2ccccc2)cc1
 : -8.2%	-13.5%	·	-17.8%
- O=C1CC(N2CCN(C/C=C/c3ccccc3)CC2)C(=O)N1Cc1ccc(N2CCCC2=O)cc1 (stereo not drawn)
 : -4.2%	-22.2%	0.1%	0.3%
- C=CCn1c(Br)nc2c1c(=O)n(C)c(=O)n2C
 : -4.8%	-5.1%	-1.1%	-0.2%

Laid out differently: 2 of the compounds above
SMILES | p53ts 32C tox | Imprint erasure | IkB sig inh | p53ts 39C kill
N#Cc1ccccc1Cn1c(=O)n(-c2ccc(F)c(Cl)c2)c(=O)c2sccc21 | -2.7% | 8.7%[10.9 µM] | 2.1% | 1.7%
Nn1c(SCC(=O)NC2CCCc3ccccc32)nnc1-c1cccs1 (stereo not drawn) | -4.7% | -4.8% | 1.9% | 4.5%

Next part.
Each structure is followed by: p53ts 32C tox	Imprint erasure	IkB sig inh	p53ts 39C kill
- Cc1ccc(-n2ncc(C(=O)Nc3ccc(C)c(F)c3)c2C2CCN(C(=O)OC(C)(C)C)CC2)cc1C
 : 1.7%	-4.2%[10.9 µM]	-1.6%	-17.3%
- CCOc1ccccc1N1CCN(S(=O)(=O)c2cccs2)CC1
 : 2.0%	-20.8%	-0.2%	3.9%
- COc1ccccc1NC(=O)c1ccc(NC(=O)CSc2nnnn2C)cc1
 : 6.0%	-16.2%	5.7%	?
- CCOC(=O)CN(C(=O)CN1CCOCC1)c1ccc(Br)cc1
 : -1.3%	1.1%	0.0%	-9.7%
- CC(C)c1c(C#N)c(N)nc(SCC(=O)c2cc3ccccc3oc2=O)c1C#N
 : 3.9%	-21.6%	?	1.5%
- CCOc1ccc(N2C(=O)CC(N3CC(C)OC(C)C3)C2=O)cc1 (stereo not drawn)
 : 3.6%	·	·	-2.2%
- COc1cc(N2CN=c3s/c(=C\c4ccccn4)c(=O)n3C2)cc(OC)c1OC
 : 7.3%	-19.8%	5.6%	-5.4%
- CCOC(=O)c1c(C)oc(NC(=O)COc2ccc(Cl)cc2C)c1C#N
 : -9.3%	-2.8%	?	-4.2%
- CC(=O)Oc1cccc(C(=O)O)c1OC(C)=O
 : -8.1%	3.6%	·	-5.5%
- COCc1nc(-c2cc(OC)c(OC)c(OC)c2)no1
 : 6.8%	-5.7%	1.1%	3.6%
- CCCOc1ccc(Cn2cnc3ccccc32)cc1
 : -10.0%	-3.5%	?	-8.5%
- N#CC1=C(N)C(C#N)(C#N)C2(CCC3(CC2)OCCO3)C2CC3(CC=C12)OCCO3 (stereo not drawn)
 : 3.2%	-7.3%	0.3%	2.1%
- CCCC(=O)c1cc(F)c(N2CCN(S(=O)(=O)c3ccccc3)CC2)cc1C
 : -6.3%	-18.7%	2.4%	3.1%
- CC1CCC2(OC1)OC1CC3C4CCC5CC(O)CCC5(C)C4=CCC3(C)C1C2C (stereo not drawn)
 : 2.4%	-9.7%	·	-11.8%
- Cc1nn(-c2ccc(N3CCCCC3)nn2)c(C)c1CCC(=O)NCc1ccccc1F
 : -10.7%	7.5%[10.9 µM]	?	-19.8%
- COCCNS(=O)(=O)c1cc(F)ccc1OC
 : -3.3%	6.4%	0.3%	4.5%
- C=C(C)C1CC=C(C)/C(=N/NC(=O)COc2cccc3ccccc23)C1 (stereo not drawn)
 : 6.8%	·	·	1.8%
- Cc1nc2nc[nH]n2c(=O)c1NS(=O)(=O)c1ccc(Br)cc1
 : 0.5%	19.2%[10.9 µM]	1.2%	18.8%
- N#CC1=C2SCN(Cc3ccco3)CN2C(=O)CC1c1ccc(Cl)cc1 (stereo not drawn)
 : -1.1%	-13.2%	2.8%	8.7%
- CCCn1c(-c2ccc(F)cc2)nc2c(NCCCN(C)C)nc(C)nc21
 : -16.6%	-8.1%	·	3.3%
- S=C1COC(c2ccccc2)N1c1ccccc1 (stereo not drawn)
 : -3.3%	·	·	-1.6%
- CCn1c(SCC(=O)Nc2nnc(C)s2)nnc1-c1ccncc1
 : 3.9%	2.9%	1.2%	5.1%
- Cc1ccc(S(=O)(=O)N2CCN(S(C)(=O)=O)C2)cc1
 : -1.8%	-5.7%	-1.3%	-3.2%
- COc1ccc(CCNC(=O)CN(C2CCCCC2)S(C)(=O)=O)cc1OC
 : -4.7%	0.1%	4.2%	8.2%
- CCCC1OC2CC3C4CCC5=CC(=O)C=CC5(C)C4C(O)CC3(C)[C@]2(C(=O)CO)O1 (stereo partly drawn)
 : 1.7%	-22.2%	·	-6.6%
- O=C(CSc1nc2ccccc2c(=O)[nH]1)N1CCOCC1
 : 2.4%	-5.6%	-1.5%	7.5%
- CC(C)(C)NC(=O)NC(=O)COc1ccccc1C#N
 : 12.6µM*	-68.9%[inhibitor]	?	12.6µM*
- Cc1ccc(-c2cc(-c3ccccc3Cl)[nH]n2)c(O)c1
 : -29.5%	-22.9%	?	?
- CC1C2CC(C(CN(C)C)/C2=N/O)C1(C)C (stereo not drawn)
 : -12.7%	13.4%	-0.7%	-5.1%
- O=c1cc(-c2ccc(O)c(O)c2)oc2cc(OC3OC(CO)C(O)C(O)C3O)cc(O)c12 (stereo not drawn)
 : 8.9%	-20.9%	·	22.0%
- CC(C)(C)[Si](C)(C)c1c2c(nc3ccc(OCc4ccccc4)cc13)-c1cccc(=O)n1C2
 : -18.3%	-0.9%	·	-20.2%
- CC(C)C(=O)Nc1ccc(C(=O)NCc2cccnc2)cc1
 : -2.4%	1.9%	2.3%	2.4%
- O=C(O)/C=C\c1c2ccc(=O)c(O)c-2oc2c(O)c(O)ccc12
 : 7.3%[9.22 µM]	5.6%[10.9 µM]	2.0%[11.4 µM]	10.1%[9.22 µM]
- Cc1ccc(C)c(NC(=O)Cn2c(=O)n(CCC(=O)NCc3ccc4c(c3)OCO4)c(=O)c3ccccc32)c1
 : 3.7%	10.0%[10.9 µM]	0.1%	21.1%
- Cc1ccc(C(=O)Nc2ccc3c(c2)OCO3)cc1S(=O)(=O)N1CCCC1
 : -14.3%	-23.0%	7.8%	-16.3%
- O=C(CSc1nc2ccccc2s1)N1CCN(C(=O)c2ccco2)CC1
 : 1.0%	-20.0%	1.0%	15.1%
- CCN(CC)C(=O)Cn1cc(SCC(=O)Nc2ccccc2F)c2ccccc21
 : -5.1%	-12.3%[10.9 µM]	8.9%	15.7%
- CCOc1ccccc1CNC(=O)CCc1cn(Cc2ccc(Cl)cc2)c2ccccc12
 : 17.4%	-20.5%[10.9 µM]	?	11.3%
- Cn1c(=O)[nH]c(=O)c2c1nc1n2CCCS1
 : 5.8%	3.6%	5.0%	8.4%
- C[C@@H](N)/C(N)=N/O
 : -1.5%[9.22 µM]	-5.4%[10.9 µM]	0.6%[11.4 µM]	1.7%[9.22 µM]
- Cc1onc(-c2ccccc2Cl)c1C(=O)Nc1sc2c(c1C(N)=O)CCC(C)C2 (stereo not drawn)
 : 3.1%	·	·	-12.7%
- Cc1nc(N2CCCC2)ncc1C(=O)NCc1ccc(F)cc1
 : 2.5%	4.8%[10.9 µM]	0.8%	0.3%
- CCOC(=O)C1=C(C)Nc2nc(C)nn2C1c1cc(OC)ccc1OC (stereo not drawn)
 : -3.2%	0.4%	5.3%	6.2%
- Cn1c(CNc2nc(-c3ccccc3)cs2)nnc1SCC(=O)OC1CCCCC1
 : 2.3%	-5.0%	0.5%	-7.6%
- Cc1ccc(Cn2c(Cc3ccccc3)nc3ccccc32)cc1
 : 19.0%	-15.2%[10.9 µM]	?	4.3%
- O=C(O)CC/C=C\CC[C@H]1[C@@H](N2CCCCC2)[C@@H](O)C[C@@H]1OCc1ccc(-c2ccccc2)cc1
 : 0.6%	-7.0%	0.6%	2.7%
